# CCT chaperon mod: cytosolic chaperonin activity modulation; activity change, % (test concentration not listed), hits read low; AID 651819; purified chaperonin ATPase assay, HTRF ADP detection, 30 min; actives 0.3% (n = 360,000); in the data active means activity change below about -30%; further: on the % scale 0 is the no-effect control and ±100 the full control effect
#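 We incubate TRiC, 40 or 20 nM final, with library compounds at 76 uM and 10 uM ATP for 30 min at 37 °C. ADP formed is detected with Transcreener HTRF reagents after 30 min at room temperature.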
# EPAC2 antagonist: antagonists of human EPAC2; EPAC2 GEF exchange of Rap1B-BODIPY-GDP, fluorescence; Potency, µM (series often up to 114 µM), for the others: top-dose activity, negative = inhibition, most hits filed as inhibitors; actives 0.18% (n = 360,000); AID 720708; further: potency means the concentration at half of the fitted maximal effect; on the % scale 0 is the no-effect control and ±100 the full control effect; nearly all actives have a fitted effect of over 45% in size; many of its hits are not listed in these tables
# Target sequence (Q8WZA2 whole entry, looked up): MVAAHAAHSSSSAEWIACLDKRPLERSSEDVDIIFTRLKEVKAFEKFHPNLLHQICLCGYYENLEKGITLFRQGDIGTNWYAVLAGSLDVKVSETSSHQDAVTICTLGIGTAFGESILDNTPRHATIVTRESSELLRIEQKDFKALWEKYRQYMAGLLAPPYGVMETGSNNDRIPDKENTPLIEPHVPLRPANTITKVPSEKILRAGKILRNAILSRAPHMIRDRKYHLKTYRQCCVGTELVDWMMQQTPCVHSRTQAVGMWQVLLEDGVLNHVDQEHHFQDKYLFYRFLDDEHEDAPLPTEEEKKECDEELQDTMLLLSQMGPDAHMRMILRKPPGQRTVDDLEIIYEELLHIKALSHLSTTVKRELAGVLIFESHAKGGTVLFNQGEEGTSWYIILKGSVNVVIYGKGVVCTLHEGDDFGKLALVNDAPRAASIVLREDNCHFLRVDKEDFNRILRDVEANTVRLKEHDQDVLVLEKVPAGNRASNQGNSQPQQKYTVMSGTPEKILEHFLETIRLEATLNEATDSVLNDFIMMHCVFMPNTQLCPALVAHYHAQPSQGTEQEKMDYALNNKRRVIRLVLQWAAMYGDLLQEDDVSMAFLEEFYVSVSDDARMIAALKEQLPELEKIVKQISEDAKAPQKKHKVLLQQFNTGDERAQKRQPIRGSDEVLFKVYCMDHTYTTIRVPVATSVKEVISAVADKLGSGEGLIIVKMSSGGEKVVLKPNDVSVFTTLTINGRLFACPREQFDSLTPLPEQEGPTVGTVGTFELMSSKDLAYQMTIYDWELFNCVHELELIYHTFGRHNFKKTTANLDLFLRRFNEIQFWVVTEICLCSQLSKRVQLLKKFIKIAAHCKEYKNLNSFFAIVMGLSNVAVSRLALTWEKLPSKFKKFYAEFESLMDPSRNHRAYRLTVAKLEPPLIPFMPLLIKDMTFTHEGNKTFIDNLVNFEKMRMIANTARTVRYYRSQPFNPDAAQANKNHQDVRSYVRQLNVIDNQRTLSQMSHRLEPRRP
# Akt phos inh: blocks phosphorylation of Akt; activity change, % for hits at 50 µM; actives 0.32% (n = 360,000); Neuro2A IGF-stimulated pAkt S473 HTRF, 20 min; stronger effect = lower value; in the data active means activity change below about -80%; inconclusive means mostly about -51% to -80%; further: on the % scale 0 is the no-effect control and ±100 the full control effect
#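 Neuro2A cells in DMEM with 0.5% FBS, overnight at 37 deg C, given compound at single 50 µM final, then IGF (6 nM final) for 20 min at 37 deg C. Lysed; phospho-Akt Ser473 by HTRF after 24 h, 665/615 ratio.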
# MmCpn inh: blocks the Methanococcus maripaludis chaperonin Mm-Cpn. purified Mm-Cpn ATPase, ADP Transcreener TR-FRET. Potency, µM (top dose mostly 76.9 µM), for the others: at the highest dose activity, negative = inhibition, most hits filed as inhibitors. actives 0.031% (n = 330,000). AID 504842; further: potency means the concentration at half of the fitted maximal effect; on the % scale 0 is the no-effect control and ±100 the full control effect; nearly all actives have a fitted effect of over 80% in size
#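 Purified archaeal chaperonin (25 nM final) was preincubated with compound for 10 min at 37°C, then ATP (10 uM final) was added for 30 min at 37°C in Tris pH 7.4/KCl/MgCl2/DTT buffer. ADP was quantified by HTRF Transcreener TR-FRET.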
# TGFb inhibitor: TGF-b pathway inhibition; HepG2 CAGA-GFP TGF-b/SMAD3 reporter, GFP fluorescence, 18 h; TGF-beta stimulated, 500 pg/mL final; Potency, µM (highest dose often 46.1 µM), without a hit: at the highest dose activity, negative = inhibition, hits mostly inhibitors; actives 1.2% (n = 410,000); AID 588855; further: potency means the concentration at half of the fitted maximal effect; on the % scale 0 is the no-effect control and ±100 the full control effect; nearly all actives have a fitted effect of over 65% in size
#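 TGF-beta reporter screen: HEPG2 CAGA-GFP, 1% FBS, 500 pg/mL TGF-beta final, 18 h; per-cell GFP summed per well; curves fitted and categorized by class.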
# A549 viability: counter-screen for Nrf2 inhibitors: cytotoxicity in A549 cells; A549 ARE-Fluc cells, CellTiter-Fluor viability, 18-24 h; Potency, µM (doses to about 46 µM), without a hit: top-dose activity change, negative = cytotoxicity, usual class: inhibitors; actives 0.16% (n = 390,000); AID 504648; further: potency means the concentration at half of the fitted maximal effect; on the % scale 0 is the no-effect control and ±100 the full control effect
#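 Cytotoxicity counterscreen: CellTiter-Fluor fluorescence was measured in A549 ARE_Fluc cells after 18-24 h of compound exposure in a concentration series. The subsequent BugLite luminescent read reports ARE-luciferase activity.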
# Nrf2 ARE act: activates Nrf2 signaling; Potency, µM (series often up to 46.1 µM), without a hit: at the top dose activation, usual class: activators; actives 0.31% (n = 410,000); AID 624171; AREc32 ARE-luciferase reporter (MCF7-derived line), luminescence, 24 h; further: potency means the concentration at half of the fitted maximal effect; % of control where 0% means no effect; nearly all actives have a fitted effect of over 65% in size
#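 Nrf2 activation is followed as ARE-luciferase induction in the AREc32 line after one day of compound treatment; luminescence is read with Steady-Glo.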
# Nrf2 inh: inhibitors of Nrf2 signaling | A549 ARE-Fluc reporter, luciferase luminescence, 18-24 h | Potency, µM (doses to about 46 µM), for inactives: at the top dose activity change, negative = inhibition, usual class: inhibitors | actives 2.1% (n = 360,000) | AID 504444; further: potency means the concentration at half of the fitted maximal effect; on the % scale 0 is the no-effect control and ±100 the full control effect; nearly all actives have a fitted effect of over 60% in size
#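 Two sequential reads on A549 ARE_Fluc cells exposed to compound for 18-24 h: a CellTiter-Fluor fluorescence read for viability, then a luciferase luminescence read for Nrf2/ARE activity.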
# EPAC2 agonist: activates human EPAC2 exchange factor; Q8WZA2; EPAC2 activation, biochemical qHTS; response scale: 100% = 6.5 mM cAMP response; Potency, µM (titrated, usually from 154 µM), inactives show at the top dose activation, actives largely listed as activators; actives 0.079% (n = 360,000); further: potency means the concentration at half of the fitted maximal effect; nearly all actives have a fitted effect of over 50% in size
#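 Each well held 100 nM EPAC2, 250 nM RAP1B-BODIPY-GDP and 50 uM GDP. Fluorescence, read at 5-min intervals to 30 min, was referenced to a 6.5 mM cAMP positive control.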
# An asterisk follows results filed as active; i = inactive; ? = inconclusive; nt = no result given; & = joins results of further samples; [ ] = remark or other dose. Unless noted, the call rests on the fitted dose curve; in most records, active means well fitted curve in the direction sought with a large enough effect; inconclusive means small, poorly fitted or top-dose-only effect, or another doubt; inactive means no such curve, though single readings can be large; an effect the other way counts as inactive or inconclusive. The list is partial; count on the stated rates, not on these rows.
SMILES,CCT chaperon mod,EPAC2 antagonist,Akt phos inh,MmCpn inh,TGFb inhibitor,A549 viability,Nrf2 ARE act,Nrf2 inh,EPAC2 agonist
N#Cc1ccc(/C=C/C(=O)c2ccco2)cc1,-0.8,17%,i,0%,?,-5%,23%,-5%,-3%
CC1(C)CC(=O)C=C(c2cn[nH]n2)C1,0.3,8%,i,nt,-7%,nt,-0.8%,nt,3%
O=C(NCCCC1CCCC1)C1CCC(=O)N(Cc2ccc(Cl)cc2)C1 (stereo not drawn),-1.5,-9%,i,2%,0%,?,-0.2%,?,2%
Cc1ccc2c(c1)N(C(=O)NC1CCCCC1)C(C)(C)CC2C (stereo not drawn),-1.0,-7%,i,2%,4%,-1%,-0.1%,17%,6%
COc1cc(/C=N/NC(=O)c2ccoc2C)cc(OC)c1O,-3.3,0%,i,-4%,-3%,-10%,3.4%,-10%,1%
CCOC(=O)N1CCN(C(=O)C(C)(C)Oc2ccc(Cl)cc2)CC1,-0.9,?,i,1%,-6%,-6%,0.1%,-4%,-8%
COc1ccc(NC(=O)C2CCN(S(=O)(=O)c3ccc(OC)c(OC)c3)CC2)cc1,-0.6,-2%,i,0%,-1%,-1%,-0.6%,4%,3%
CC(C)(C)C(=O)COC(=O)c1ccc(N)c([N+](=O)[O-])c1,0.1,-3%,i,3%,12%,-7%,2.4%,?,2%
Cc1cc(NCCCN2CCOCC2)n2ncc(-c3ccccc3)c2n1,-2.1,-6%,i,0%,?,5%,3.0%,nt,-2%
COCCNC(=S)N/N=C(\C)c1ccc(OC(F)F)cc1,-0.3,-7%,i,-1%,?,2%,2.4%,-6%,9%

# Structural class, the entries above with nitrogen in an aromatic ring
SMILES,CCT chaperon mod,EPAC2 antagonist,Akt phos inh,MmCpn inh,TGFb inhibitor,A549 viability,Nrf2 ARE act,Nrf2 inh,EPAC2 agonist
CC1(C)CC(=O)C=C(c2cn[nH]n2)C1,0.3,8%,i,nt,-7%,nt,-0.8%,nt,3%
Cc1cc(NCCCN2CCOCC2)n2ncc(-c3ccccc3)c2n1,-2.1,-6%,i,0%,?,5%,3.0%,nt,-2%

# Additional entries follow.
SMILES,CCT chaperon mod,EPAC2 antagonist,Akt phos inh,MmCpn inh,TGFb inhibitor,A549 viability,Nrf2 ARE act,Nrf2 inh,EPAC2 agonist
NC1=NC(=Nc2ccc(Br)cc2)c2ccccc21,0.3,-7%,i,-4%,?,?,18%,-7%,3%
NC(=O)c1cc2c3ccccc3ccn2c1-c1ccccc1,0.3,-9%,i,-2%,?,-10%,10µM*,12%,6%
CC(C)Oc1nc(-c2ccccc2Cl)nc2ccccc12,0.2,?,i,-3%,?,3%,-0.4%,1%,23%
Cc1cc(C)nc(NCCC(=O)O)n1,-5.8,1%,i,1%,18%,0%,-0.5%,-3%,6%
Cc1ccc(NC(=O)COC(=O)c2cccc(S(=O)(=O)N3CCCCCC3)c2)cc1,2.7,12%,i,nt,15%,nt,-0.4%,nt,-4%
COc1ccc2nc(Cl)c(C#N)cc2c1,-4.3,-5%,i,2%,0%,-2%,0.4%,?,2%
Cc1ccc(-c2cc(C(=O)N/N=C/c3ccoc3)c3ccccc3n2)cc1,-0.2,6%,i,-3%,-9%,6%,0.5%,5%,-5%
C=CCOC(=O)C1=C(C)NC(=O)NC1C1CC=CCC1 (stereo not drawn),-0.4,13%,i,0%,13%,2%,0.9%,-2%,-1%
CC(=O)c1cn(CC(=O)Nc2ccc(C)cc2C)c2ccccc12,-5.2,-4%,i,-3%,1%,-16%,0.2%,?,-25%
CC1(COS(N)(=O)=O)CCCCC1,-1.7,16%,i,1%,17%,-1%,-1.2%,5%,-7%
Cc1cc(C)n(C(=O)CCNC(=O)c2ccccc2Cl)n1,0.2,7%,i,1%,-15%,3%,-0.4%,-2%,6%
COc1cccc(/C=C/C(=O)OCC(=O)NC(=O)NC2CCCC2)c1,-3.8,3%,i,-1%,-10%,15%,-0.6%,6%,18%
C/C(=N\NC(=O)COc1c(C)cccc1C)c1cccs1,-1.1,1%,i,0%,8%,0%,2.8%,-3%,1%
Cc1cccc(-c2noc(CN(C(=O)c3ccc(Br)o3)C(C)C)n2)c1,0.9,0%,i,1%,2%,-2%,0.2%,nt,11%
CN(C(=O)c1ccc(OC2CCN(C(=O)c3cccnc3)CC2)cc1)C1CCCCC1,-4.2,1%,i,-1%,-1%,-2%,-0.1%,-6%,-10%
CCOC(=O)c1sc2nc(C)nc(SCC(=O)N(C)C3CCS(=O)(=O)C3)c2c1C (stereo not drawn),-1.1,16%,i,-7%,-3%,9%,0.0%,-25%,0%
COc1ccc(-c2csc(N3CCN(C(=O)c4ccco4)CC3)n2)cc1,0.0,1%,i,-11%,-9%,-4%,-0.3%,-17%,15%
O=S1(=O)N[C@H](Cc2ccccc2)COc2cccc(N3CCN(Cc4ccccc4F)CC3)c21,0.7,10%,i,nt,nt,nt,4.3%,nt,12%
COc1cccc2c(=O)c(C(=O)NCCc3ccccc3)c[nH]c12,-1.2,-5%,i,nt,-15%,0%,5.2%,26%,5%
CCN(CC(=O)NCc1ccc2c(c1)OCO2)S(=O)(=O)c1ccc(F)cc1,0.1,1%,i,3%,-8%,1%,-0.2%,-13%,0%

# Single records, as listed above. Screens in order: CCT chaperon mod	EPAC2 antagonist	Akt phos inh	MmCpn inh	TGFb inhibitor	A549 viability	Nrf2 ARE act	Nrf2 inh	EPAC2 agonist
# COc1cccc2c(=O)c(C(=O)NCCc3ccccc3)c[nH]c12 in the list: -1.2	-5%	i	nt	-15%	0%	5.2%	26%	5%
# C/C(=N\NC(=O)COc1c(C)cccc1C)c1cccs1 in the list: -1.1	1%	i	0%	8%	0%	2.8%	-3%	1%
# O=S1(=O)N[C@H](Cc2ccccc2)COc2cccc(N3CCN(Cc4ccccc4F)CC3)c21 in the list: 0.7	10%	i	nt	nt	nt	4.3%	nt	12%
# CCOC(=O)c1sc2nc(C)nc(SCC(=O)N(C)C3CCS(=O)(=O)C3)c2c1C (stereo not drawn) in the list: -1.1	16%	i	-7%	-3%	9%	0.0%	-25%	0%
# Cc1cc(C)n(C(=O)CCNC(=O)c2ccccc2Cl)n1 in the list: 0.2	7%	i	1%	-15%	3%	-0.4%	-2%	6%

# The results go on.
SMILES,CCT chaperon mod,EPAC2 antagonist,Akt phos inh,MmCpn inh,TGFb inhibitor,A549 viability,Nrf2 ARE act,Nrf2 inh,EPAC2 agonist
CC(C)N1CCC(N2CCN(Cc3cnc(-c4ccccc4)s3)CC2CCO)CC1 (stereo not drawn),-0.8,10%,i,0%,-9%,-5%,3.1%,9%,4%
O=C1N[C@H](Cc2ccccc2)COC(=O)[C@H](Cc2ccc(F)cc2)CC/C=C/C[C@H]1CC(=O)N(CCO)Cc1ccccc1,-1.5,8%,i,-1%,?,-14%,-0.4%,?,-8%
Cc1ccc(NC(=O)C(Cc2ccccc2)NS(=O)(=O)c2ccc3c(c2)oc(=O)n3C)cc1C (stereo not drawn),nt,nt,nt,nt,-20%,0%,0.6%,13%,nt
Cc1nn(CC(C)C)c(Cl)c1C(=O)NCC1CCCO1 (stereo not drawn),0.9,6%,i,nt,3%,nt,0.4%,nt,3%
CCc1ccc2occ(CC(=O)Nc3ccc(C)c(C)c3)c2c1,nt,nt,nt,nt,?,4%,2.1%,3%,nt
O=C(NCc1ccncc1)C12CC3CC(CC(C3)C1)C2,-84*,1%,i,1%,-7%,0%,-1.4%,1%,7%
CC(C)OC(=O)CSc1nc(N)c(C#N)cc1C#N,-2.5,-5%,i,?,1%,1%,11%,4%,1%
CCN(c1ccccc1)c1nnc(NC(=O)Nc2ccc(Br)c(C)c2)s1,nt,nt,nt,nt,5%,0%,0.0%,-24%,nt
O=C(CSc1ccccn1)NCc1ccc2c(c1)OCO2,-1.3,-6%,i,-2%,13%,0%,2.2%,?,5%
O=C(/C=C/c1ccc([N+](=O)[O-])cc1)OCC(=O)c1ccc[nH]1,0.9,20%,i,-4%,4%,9%,14%,5%,-5%
COc1ccccc1CNC(=O)C1CCN(c2ncnc3c2nc2n3CCCCC2)CC1,2.9,18%,i,3%,-24%&0%,-1%&5%,-0.9%&0.1%,-2%&-23%,3%
Cc1ccc(S(=O)(=O)NC(=O)c2cccc(Br)c2)cc1,-2.9,8%,i,-5%,3%,-1%,-0.9%,-18%,-7%
Cc1ccc(NC(=O)CCC(=O)NNC(=O)c2cccc([N+](=O)[O-])c2)cc1C,-3.1,-1%,i,0%,12%,-4%[1.84 µM],-0.3%,3%,8%
Cc1cc(NC(=O)C2CC(=O)N(c3ccc(F)cc3)C2)no1 (stereo not drawn),1.4,10%,i,-1%,-3%,-2%,-0.3%,-4%,6%
Cc1ccc(CN2CC(C(=O)Nc3ccc(C)cn3)CC2=O)cc1 (stereo not drawn),2.9,0%,i,0%,19%,-4%,-0.3%,10%,8%
O=C(c1cnn2c1NC(c1ccc(Br)cc1)CC2C(F)(F)F)N1CCN2CCCC2C1 (stereo not drawn),-1.8,-3%,nt,-2%,?,1%,13%,6%,5%
COc1ccc([C@H]2N[C@]3(CCCN(CC4CCCCC4)C3=O)[C@H]3C(=O)N(C)C(=O)[C@@H]23)cc1,-3.7,0%,i,nt,6%,nt,0.0%,nt,13%
COc1ccc(N2CC(C(=O)Nc3c(C(N)=O)oc4ccccc34)CC2=O)cc1 (stereo not drawn),-1.5,2%,i,-5%,-17%,0%,-0.4%,-21%,3%
C[C@@H](NC(=O)c1nc[nH]c1C(=O)NCCCCCNC(=O)OC(C)(C)C)c1ccccc1,-9.5,6%,i,0%,?,-9%,3.6%,?,0%
CCCN(C)C[C@@H]1OCCCC[C@@H](C)Oc2ccc(NS(=O)(=O)c3ccc(OC)cc3)cc2C(=O)N([C@H](C)CO)C[C@@H]1C,-0.5,-21%,i,nt,?,nt,2.2%,nt,-8%

# Bioassay records as filed in PubChem.
